MsrA inhibitor = bovine MsrA inhibition | 360,000 compounds, 0.75% hits | AID 651718 | purified bovine MsrA, absorbance read-out | inhibition, % at 15.5 µM; in the data active = inhibition above about 4.5%;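 note: 0% = vehicle wells with enzyme and 100% = reference inhibitor wells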
STEP inh = blocks human striatal-enriched tyrosine phosphatase | AID 588621 | inhibition, % at 20 µM | P54829 | 360,000 compounds, 0.25% hits | recombinant STEP, OMFP fluorogenic substrate, fluorescence;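 active = inhibition at 20 µM, scaled per plate between control wells, above about 37%, limit read from the data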;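 note: 0% = DMSO with enzyme and substrate and 100% = substrate only without enzyme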
Target sequence (P54829 whole entry, looked up): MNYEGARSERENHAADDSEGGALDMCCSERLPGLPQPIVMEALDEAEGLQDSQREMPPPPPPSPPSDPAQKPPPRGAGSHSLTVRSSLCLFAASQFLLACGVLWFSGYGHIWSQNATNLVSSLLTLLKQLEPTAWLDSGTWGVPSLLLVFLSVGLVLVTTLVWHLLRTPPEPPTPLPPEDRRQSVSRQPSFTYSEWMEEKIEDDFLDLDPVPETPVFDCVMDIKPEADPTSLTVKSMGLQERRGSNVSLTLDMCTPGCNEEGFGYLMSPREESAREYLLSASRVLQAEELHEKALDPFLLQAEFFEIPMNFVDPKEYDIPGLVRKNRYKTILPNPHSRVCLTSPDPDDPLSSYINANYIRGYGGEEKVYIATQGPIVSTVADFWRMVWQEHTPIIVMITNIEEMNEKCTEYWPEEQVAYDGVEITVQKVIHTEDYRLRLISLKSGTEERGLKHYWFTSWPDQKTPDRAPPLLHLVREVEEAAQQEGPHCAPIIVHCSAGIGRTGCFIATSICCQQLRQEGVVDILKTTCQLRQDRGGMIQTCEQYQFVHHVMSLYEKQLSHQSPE
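Assay system: isolated STEP enzyme / Timing: 20 min at room temperature, dark / Doses: 20 µM, 1% DMSO / Technique: fluorescence intensity, excitation 480 nm, emission 540 nm / Reagent: fluorogenic phosphatase substrate OMFP at 25 µM final / Measure: percent inhibition scaled to no-enzyme and uninhibited-enzyme controls, plate-pattern corrected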
LMPTP block = blocks human LMPTP phosphatase; 360,000 compounds, 0.22% hits; AID 651560; P24666; recombinant LMPTP-A, OMFP fluorogenic substrate, fluorescence intensity; inhibition, % at 20 µM;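 active = compounds that cut the enzyme signal by at least half of the control window in the single-dose screen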;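 note: plate controls were DMSO wells with enzyme plus substrate for no effect and substrate without enzyme for full effect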
Target sequence (P24666 whole entry, looked up): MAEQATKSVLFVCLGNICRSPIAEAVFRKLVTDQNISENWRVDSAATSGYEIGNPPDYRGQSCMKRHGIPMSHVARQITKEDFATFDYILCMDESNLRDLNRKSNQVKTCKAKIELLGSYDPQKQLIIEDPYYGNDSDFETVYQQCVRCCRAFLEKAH
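Test system: LMPTP-A phosphatase enzyme; input: 0.625 nM LMPTP-A final; reagent: OMFP substrate, 400 µM final; compound dosing: 20 µM single dose, 3% DMSO; incubation: 50 min dark incubation at room temperature; measured by: endpoint fluorescence intensity from OMFP dephosphorylation; measure: % inhibition relative to no-enzyme and uninhibited control wells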
CendR NRP1 mod = modulators of CendR peptide binding to human neuropilin-1. O14786. FAM-RPARPAR peptide binding to NRP-1, fluorescence polarization. inhibition, % at 25 µM. 360,000 compounds, 0.85% hits;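 active = inhibition or corrected inhibition above about 18%, plus a signal ratio from 0.5 to 1.5, limit read from the data, passing the limit was not always enough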; note: strong numbers were not always called active
SUMO1 PPI mod = modulators of human SUMO1-mediated protein-protein interactions; SUMO1 binding to a labelled peptide, TR-FRET, 1 h; AID 602429; 360,000 compounds, 0.33% hits; inhibition, % at 20 µM; in the data active = inhibition above about 37%
Target sequence (P63165 whole entry, looked up): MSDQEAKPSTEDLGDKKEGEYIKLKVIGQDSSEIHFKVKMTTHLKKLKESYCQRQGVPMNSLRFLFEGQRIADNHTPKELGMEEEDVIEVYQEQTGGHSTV
Scp1 inh = blocks human Scp-1 phosphatase activity | Q9GZU7 | Recombinant Scp1, phosphopeptide, malachite green phosphate absorbance | inhibition, % at 20 µM | 340,000 compounds, 0.88% hits | AID 493091;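 active = inhibition above about 50% at 20 µM, limit read from the data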;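 note: plate controls were DMSO wells with enzyme for no effect and wells lacking enzyme for full effect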
Target sequence (Q9GZU7 76-261 limits assumed): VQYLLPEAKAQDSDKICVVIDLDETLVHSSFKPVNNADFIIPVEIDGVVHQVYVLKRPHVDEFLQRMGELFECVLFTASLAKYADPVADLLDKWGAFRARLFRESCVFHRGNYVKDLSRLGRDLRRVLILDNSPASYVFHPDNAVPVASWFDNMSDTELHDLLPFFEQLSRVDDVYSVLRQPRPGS
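assay system = SCP-1 phosphatase catalytic domain, residues 76-261 | buffer or medium = 50 mM Tris acetate pH 5.5, 0.005% Tween-20, 10 mM MgCl2 | incubation = enzyme reaction 45 min at room temperature, colour 5 min, stabilisation 30 min | signal = Phosphate-binding colour reagent, absorbance read at 630 nm | measure = % inhibition at 20 µM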
eLon inh = inhibits E. coli Lon protease. purified E. coli Lon protease, fluorescence polarization. inhibition, % at 7.94 µM. 360,000 compounds, 0.42% hits; in the data active = inhibition above about 13%, passing the limit was not always enough;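 note: 0% = enzyme with probe and DMSO and 100% = no enzyme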
TbMetRS inhib = Trypanosoma brucei MetRS inhibition; purified T. brucei MetRS, ATP depletion, Kinase-Glo luminescence; inhibition, % at 11.9 µM; 360,000 compounds, 0.4% hits; AID 624268;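 active = inhibition above a per-plate cutoff of the control wells' mean inhibition plus 3 SD, cut at about 5.5% in these data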;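 note: 0% = DMSO wells median and 100% = median of wells with control inhibitor compound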
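Dosing: 11.9 µM single point; system: parasite MetRS enzyme; technique: luminescence of leftover ATP; times: 15 min enzyme-compound preincubation, 2 h reaction, 10 min detection, 25 °C; replicates: each compound tested once; read-out basis: percent inhibition relative to median high and low control wells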
DNMT1 block = DNMT1 (human) enzyme inhibition | P26358 | DNMT1 molecular beacon, Hinp1I cleavage, fluorescence | inhibition (reported as % activation of signal), % at 10 µM | 360,000 compounds, 0.83% hits | AID 588458; in the data active = inhibition above about 50%
bovine MsrA act = activates bovine MsrA enzyme | purified bovine MsrA, absorbance read-out | activation, % at 10.6 µM | 360,000 compounds, 0.3% hits; in the data active = activation above about 7.5%;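 note: 0% = vehicle and 100% = reference activator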
* = called active by the depositor; · = not tested or not shown.

| Compound | MsrA inhibitor | STEP inh | LMPTP block | CendR NRP1 mod | SUMO1 PPI mod | Scp1 inh | eLon inh | TbMetRS inhib | DNMT1 block | bovine MsrA act |
| --- | --- | --- | --- | --- | --- | --- | --- | --- | --- | --- |
| COc1cc2ncnc(NCCCN3CCOCC3)c2cc1OC | 0.4 | -1 | -2.5 | 1 | 1 | -3 | -5 | -0.4 | 3 | -3 |
| CCCCNc1cnn(-c2ccccc2)c(=O)c1Cl | -0.8 | -2 | -0.6 | 4 | -3 | -6 | 1 | -0.7 | -2 | -7 |
| CCOC(=O)Cn1cc(/C=N/NC(=O)c2cc3ccccc3o2)c2ccccc21 | 2.4 | 2 | 0.2 | 7 | -7 | -5 | -4 | 0.2 | -3 | -5 |
| COc1ccc(NC(=S)NCCCN2CCCC2=O)c(OC)c1 | -0.1 | 46* | -1.3 | 10 | -6 | 3 | -2 | -1.3 | 0 | -9 |
| CCOC(=O)c1cccc(NC(=O)c2ccc(F)cc2F)c1 | -1.0 | 7 | -0.2 | 7 | -3 | -7 | -7 | -0.2 | 3 | 0 |
| O=C(/C=C/c1ccc[nH]1)c1ccc(F)cc1 | 1.4 | 0 | -1.0 | -16 | -11 | -6 | -6 | -0.5 | -10 | -4 |
| COc1cccc(NC(=O)CSc2nc3scc(C)c3c(=O)[nH]2)c1 | -0.3 | -2 | 1.3 | 5 | -21 | -5 | 4 | 0.0 | -3 | 4 |
| CCCCC[C@@H](C)N1C[C@H](COCc2ccccc2)Oc2cc(N3CC[C@@H](N(C)C)C3)ccc2S1(=O)=O | -0.6 | · | 0.7 | 3 | -62 | · | 2 | 0.9 | · | 2 |
| Cc1ccc(Cc2nnc(SCC(=O)Nc3ccccc3Cl)[nH]c2=O)cc1 | -0.5 | -3 | -0.2 | -2 | 7 | 19 | 0 | -0.2 | 0 | 0 |
| CCOC(=O)C1Nc2c(cc(C(F)(F)F)cc2[N+](=O)[O-])C2c3ccccc3CC12 (centres undefined) | -0.6 | 4 | 3.5 | 11 | -2 | -3 | 11 | -0.1 | 2 | -1 |
| COCCNC(=S)N(CCCO)Cc1cc2cc3c(cc2[nH]c1=O)OCO3 | -0.5 | -4 | -1.9 | -18 | 3 | · | -19 | -0.1 | -3 | -1 |
| CCCCOC(=O)c1ccc(NS(=O)(=O)c2cc(-c3nnnn3CC)ccc2OC)cc1 | 0.2 | -4 | 1.7 | 23* | 0 | -12 | 1 | -0.5 | -2 | -1 |
| COc1ccc(NS(=O)(=O)c2cccc(C(=O)NCc3cccnc3)c2)cc1 | 0.2 | 1 | -9.7 | -11 | -82 | -4 | 6 | -0.3 | -7 | -4 |
| O=C(CN1C(=O)CSC1=O)N1CCc2ccccc2C1 | 0.2 | -2 | -1.4 | -14 | -1 | 0 | -8 | -0.8 | -9 | -7 |
| Cc1cc(-c2nn(-c3ccccc3F)cc2CN2CCCC(CO)C2)c(C)s1 (centres undefined) | -0.1 | -3 | 1.2 | 8 | 1 | -5 | 1 | 0.7 | -1 | -1 |
| CC(=O)Nc1cccc(/C(C)=N/NC(=O)c2ccc3c(c2)OCO3)c1 | 0.6 | -2 | -0.9 | -7 | -1 | -5 | -3 | -0.6 | -1 | -5 |
| CCOc1nc(C)ccc1-c1noc(-c2cccnc2)n1 | -0.4 | 0 | 0.8 | -5 | 0 | -8 | 6 | -0.3 | 0 | -1 |
| CN(C)c1ccc(/C=N/N=C2/SC(CC(=O)O)C(=O)N2c2ccc(O)cc2)cc1 (centres undefined) | 5.4* | 1 | -1.3 | 1 | -8 | -3 | 0 | 0.0 | -1 | -6 |
| O=[N+]([O-])c1cccnc1Nc1ccc(Cl)cc1 | -1.2 | 4 | -0.4 | -6 | -30 | · | -12 | 0.0 | 7 | -2 |
| O=C(Nc1ccc(S(=O)(=O)N2CCCCC2)cc1)c1cnccn1 | 0.3 | 0 | 0.5 | -8 | -8 | 5 | 5 | 0.4 | 0 | 3 |
| O=C(CSc1ccccc1)Nc1ccccc1C(=O)N1CCCC1 | 0.4 | 2 | -1.1 | -2 | 13 | -3 | 4 | -0.1 | 1 | -7 |
| c1ccc(CNCCC(Cc2ccccc2)c2ccco2)cc1 (centres undefined) | -0.1 | 0 | -0.3 | 13 | -2 | 4 | 7 | 0.0 | 5 | -1 |
| Cc1nc2nc(-c3ccc(Cl)cc3)[nH]n2c(=O)c1Cc1ccccc1 | -0.1 | 1 | 1.2 | -4 | 0 | 3 | 1 | -0.9 | 0 | -4 |
| CCn1c(SCC(=O)NCc2ccco2)nc2c1c(=O)n(C)c(=O)n2C | 0.2 | 1 | -2.4 | -23 | 0 | -6 | -4 | -1.0 | 4 | -3 |
| COc1ccccc1CN1CCN(S(=O)(=O)c2ccccc2)CC1 | -0.2 | 1 | -1.9 | 9 | 4 | 0 | -10 | -0.4 | -1 | -1 |

Records listed above shown as hits in MsrA inhibitor.
| Compound | MsrA inhibitor | STEP inh | LMPTP block | CendR NRP1 mod | SUMO1 PPI mod | Scp1 inh | eLon inh | TbMetRS inhib | DNMT1 block | bovine MsrA act |
| --- | --- | --- | --- | --- | --- | --- | --- | --- | --- | --- |
| CN(C)c1ccc(/C=N/N=C2/SC(CC(=O)O)C(=O)N2c2ccc(O)cc2)cc1 (centres undefined) | 5.4* | 1 | -1.3 | 1 | -8 | -3 | 0 | 0.0 | -1 | -6 |

(cont.)
| Compound | MsrA inhibitor | STEP inh | LMPTP block | CendR NRP1 mod | SUMO1 PPI mod | Scp1 inh | eLon inh | TbMetRS inhib | DNMT1 block | bovine MsrA act |
| --- | --- | --- | --- | --- | --- | --- | --- | --- | --- | --- |
| CCC1(C)Cc2c(sc3nc(SC)nc(NCCN(C)C)c23)CO1 (centres undefined) | -0.7 | -1 | 0.9 | -1 | 3 | 31 | -14 | 0.0 | -1 | 0 |
| Cc1cccc(CCN2C(N(C)C)=NC[C@@H]2CC(C)C)c1 | -0.6 | -7 | -0.4 | 12 | -4 | 5 | -1 | -0.2 | 1 | -4 |
| Nc1nonc1OCCc1ccccc1 | 0.0 | -1 | -0.7 | 5 | -2 | 1 | -6 | -1.0 | -1 | 1 |
| O=C(NC1CC1)C1=C[C@@H](c2ccccc2)C[C@@H](OCc2ccc(CO)cc2)O1 | -0.3 | -1 | 0.1 | -1 | 2 | -8 | -5 | -0.3 | 1 | 0 |
| CCN(CC)S(=O)(=O)c1ccc(N2C(=O)CC2(/C=C/c2ccccc2)C(=O)NC2CCCC2)cc1 (centres undefined) | -0.5 | 8 | 1.3 | 1 | -2 | -14 | 0 | -0.6 | -1 | -6 |
| Cc1cccc(N2CCN(C(=O)CCNS(=O)(=O)c3ccc4c(c3)oc(=O)n4C)CC2C)c1 (centres undefined) | -0.3 | -1 | -0.1 | -7 | 6 | -7 | 0 | 0.3 | 0 | -3 |
| CN(C(=O)COC(=O)c1ccccc1SCC(=O)N1CCCC1)c1ccccc1 | 0.4 | -1 | -0.1 | 6 | -1 | -2 | -10 | 0.2 | 2 | -3 |
| CC(C)C(=O)Nc1cc(S(=O)(=O)Nc2ccc(Cl)cc2)ccc1Cl | -0.9 | 2 | 0.7 | 13 | 3 | 1 | 4 | -0.7 | 6 | -11 |
| CC1(C)CC(NC(=O)c2ccc(Cl)c(S(=O)(=O)N(Cc3ccccc3)c3ccccc3)c2)CC(C)(C)N1 | -1.4 | 1 | -0.2 | 0 | -53 | -6 | · | · | 9 | · |
| CCOc1cc(C2C(C(=O)c3ccc(C)o3)=C(O)C(=O)N2CCc2ccccc2)ccc1O (centres undefined) | 1.7 | 4 | 6.7 | -14 | -13 | -5 | -8 | -0.1 | -3 | -6 |
| Cc1ccc(N(C(=O)CNC(=O)c2ccco2)C(C(=O)NC2CCCC2)c2ccncc2)cc1 (centres undefined) | 2.4 | 0 | -0.8 | 18* | -3 | -4 | -2 | -0.6 | 1 | -2 |
| O=C(Cn1ccc2ccccc2c1=O)NCCC(=O)N1CCN(C(=O)c2ccco2)CC1 | 0.9 | 1 | -1.7 | 5 | 0 | 2 | 1 | -0.5 | -4 | -8 |
| NC(=O)c1nsc(C(=O)N(Cc2cccnc2)C(C(=O)NC2CCCCC2)c2ccc(F)cc2)c1N (centres undefined) | -0.6 | -1 | -0.8 | 5 | -7 | -4 | 3 | -0.6 | 2 | 2 |
| Cn1c(=O)c(C(=O)COc2ccc(F)cc2Cl)c(N)n(Cc2ccccc2)c1=O | 1.4 | 1 | 1.0 | 1 | 4 | -12 | 2 | 1.6 | 15 | -3 |
| CCCC(=O)C1CCN(Cc2ccccc2)CC1 | 0.3 | 0 | -1.7 | -7 | -1 | 2 | -7 | -1.3 | 6 | -7 |
| CC(=O)NN1C(=O)c2ccccc2NC1c1ccccc1O (centres undefined) | 0.9 | 0 | -1.4 | 1 | 0 | -5 | 3 | 0.0 | 1 | -3 |
| CC(C)C(CCN1C(=O)CCC1=O)C1CCOC(C)(C)C1 (centres undefined) | -0.6 | -2 | -0.7 | 2 | -2 | 8 | 1 | -0.8 | 3 | -8 |
| Cc1cc(C(=O)NC2CC2)c2ccccc2n1 | -0.4 | -1 | -1.1 | -1 | -1 | -5 | -4 | 0.0 | 0 | -2 |
| COc1ccccc1Nc1nn2c(=O)c3ccc(C(=O)N4CCC(C)CC4)cc3nc2s1 | 0.6 | 1 | 1.6 | 25* | 14 | -5 | 1 | -0.1 | -7 | 0 |
| CCn1c(=O)n(CC)c2cc(S(=O)(=O)N3CCCCC3)c(C)cc21 | -0.7 | -4 | -0.1 | -8 | 2 | -2 | -3 | -0.5 | -2 | 0 |
| CCc1c(C)nc2ncnn2c1Nc1ccc(C(C)=O)cc1 | 5.3* | 0 | -0.4 | 4 | -9 | 1 | -10 | 0.3 | -1 | -4 |
| CCOC1CCc2c(C)nc(N)nc2S1 (centres undefined) | 0.1 | 2 | 2.0 | 10 | 0 | -8 | 12 | -0.9 | -3 | -4 |
| NC(=O)c1ccccc1NS(=O)(=O)Cc1ccc(Cl)cc1 | -0.2 | -2 | -1.2 | -5 | -1 | -14 | -8 | -0.3 | -1 | -4 |

Five compounds out of the list above, ordered by the number in SUMO1 PPI mod, lowest first:
| Structure | SUMO1 PPI mod |
| --- | --- |
| CCOc1cc(C2C(C(=O)c3ccc(C)o3)=C(O)C(=O)N2CCc2ccccc2)ccc1O (centres undefined) | -13 |
| Cc1cccc(CCN2C(N(C)C)=NC[C@@H]2CC(C)C)c1 | -4 |
| CCOC1CCc2c(C)nc(N)nc2S1 (centres undefined) | 0 |
| CCn1c(=O)n(CC)c2cc(S(=O)(=O)N3CCCCC3)c(C)cc21 | 2 |
| Cn1c(=O)c(C(=O)COc2ccc(F)cc2Cl)c(N)n(Cc2ccccc2)c1=O | 4 |
